Cycloheximide cs = affects cycloheximide protein synthesis inhibition readout, counter-screen. cell reporter, cycloheximide protein synthesis inhibition counterscreen. max response, %. 300,000 tested, 12% active. AID 2314; in the data active = max response mostly above about 13%, no sharp cut-off; inactive = mostly below about 14%; also: read at 38.3 µM for the half of the compounds with a filed dose; 0% is about no effect
Giardia FBPA inh = inhibitors of Giardia lamblia fructose-1,6-bisphosphate aldolase. 290,000 tested, 0.71% active. purified Giardia FBPA. Potency, µM (series often up to 59.6 µM), inactives show at the highest dose activity, negative = inhibition, hits mostly inhibitors; also: potency is read from the fitted curve at half-maximal effect; % is scaled to controls: 0 for no effect and ±100 for the full control effect; nearly all actives have a fitted effect of over 55% in size
Target sequence (A8B2U2 whole entry, looked up): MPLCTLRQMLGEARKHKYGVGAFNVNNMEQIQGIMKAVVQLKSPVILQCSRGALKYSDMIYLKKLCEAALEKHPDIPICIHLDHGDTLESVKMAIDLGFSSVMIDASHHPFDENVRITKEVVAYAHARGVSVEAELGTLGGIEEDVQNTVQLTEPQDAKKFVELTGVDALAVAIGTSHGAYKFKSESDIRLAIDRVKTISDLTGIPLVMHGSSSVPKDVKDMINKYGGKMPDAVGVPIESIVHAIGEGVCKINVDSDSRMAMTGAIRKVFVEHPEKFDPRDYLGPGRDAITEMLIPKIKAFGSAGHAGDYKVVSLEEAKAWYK
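Giardia FBPA (40 nM reagent) was preincubated 10 min at RT with compound (up to 57.5 uM final), then substrate plus GAPDH/TPI/NAD/arsenate coupling system with diaphorase/resazurin was added; resorufin fluorescence (525/598 nm) was read after 20 min.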
Shiga inhibitor = blocks Shiga toxin action in Vero cells; Vero cells, Shiga toxin protein synthesis inhibition reporter; inhibition, % at 38.7 µM; 290,000 tested, 9.2% active; in the data active = inhibition mostly above about 28%, no sharp cut-off; inactive = mostly below about 43%; also: 0% is about no effect
Pf growth 48h = P. falciparum growth inhibition at 48 hours (one generation); P. falciparum luciferase growth in erythrocytes, 48 h; Potency, µM (top dose mostly 28.7 µM), for inactives: top-dose activity change, negative = inhibition, most hits filed as inhibitors; 310,000 tested, 5.9% active; AID 504832; also: potency is read from the fitted curve at half-maximal effect; % is scaled to controls: 0 for no effect and ±100 for the full control effect
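In quantitative HTS format, infected erythrocytes bearing luciferase-reporter parasites were treated for a single generation at 37 C. Luminescence after adding detection reagent served as the growth measure.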
Pf growth 96h = P. falciparum growth inhibition at 96 hours; P. falciparum luciferase reporter growth, 96 h; Potency, µM (titrated, usually from 28.7 µM), inactives show top-dose activity change, negative = inhibition, usual class: inhibitors; 320,000 tested, 6.9% active; also: potency is read from the fitted curve at half-maximal effect; % is scaled to controls: 0 for no effect and ±100 for the full control effect
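Readout is luminescence from an integrated firefly luciferase in P. falciparum. Red cells, 2% hematocrit and 0.05% parasitemia final, were cultured with compound through two parasite generations (96 hours) at 37 C, 5% CO2.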
HCV inhibitor = HCV inhibition; Huh7.5.1 HCVcc-Cre infection, luciferase reporter, 44 h; Potency, µM (top dose mostly 41.8 µM), inactives show at the top dose activity change, negative = inhibition, usual class: inhibitors; 340,000 tested, 3.4% active; also: potency is read from the fitted curve at half-maximal effect; % is scaled to controls: 0 for no effect and ±100 for the full control effect
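Infectious HCVcc-Cre (~0.5 moi) was added to cells just after compound, with cells seeded 4 h earlier at 1,000 per well. Luciferase activity after 44 h culture reported infection; substrate was incubated 15 min at room temperature before reading.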
* = called active by the depositor; u = inconclusive; x = no result given; & = joins results of further samples; [ ] = remark or other dose. Unless noted, calls follow the shape of the dose curve; as a rule, active = well fitted curve in the direction sought with a large enough effect; inconclusive = small, poorly fitted or top-dose-only effect, or another doubt; inactive = no such curve, though single readings can be large; an effect the other way counts as inactive or inconclusive. Random draw from the library (roughly 24% active in at least one column).

smiles	Cycloheximide cs	Pf growth 48h	HCV inhibitor	Giardia FBPA inh	Pf growth 96h	Shiga inhibitor
COc1nc(NC(C)(C)C)nc(Oc2ccc(=O)n(C)n2)n1	-6	x	20%	-1%	12µM*	-9
CCCn1nnnc1NC(=O)c1ccc2ccccc2c1	6	0%	2%	1%	u	-5
Cn1c(=O)c2c(nc(CN3CCC(C(N)=O)CC3)n2CCc2ccccc2)n(C)c1=O	-2	-13%	-15%	8%	39%[activator]	13
CCOc1ccc(CCN2CN(CC)CNC2=S)cc1OCC	-2	-19%	-5%	1%	u	-6
COc1ccccc1C1CN(c2ccccc2)N=C1c1cccs1 (stereo unspecified)	6	x	12%	0%	-101%	-11
FC(F)(F)c1cc(NCc2cccs2)n2ncnc2n1	3	21%	-4%	-2%	51%[activator]	-6
O=C(C1CCC(=O)N1Cc1ccccc1Cl)N1CCC2(CC1)OCCO2 (stereo unspecified)	-2	x	31%[activator]	1%	-15%	-9
CC1CCN(C(=O)c2cc(-c3ccc4c(c3)OCO4)on2)CC1	28*	183%[activator]	-5%	-12%	9%	41*
C#CCOCCOCCOCCNc1nc(N2CCN(C(=O)Cn3cc(CC(C)O)nn3)CC2)nc(N2CCN(C(=O)[C@H]([C@@H](C)CC)n3cc(CCCN=C(N)N)nn3)CC2)n1 (stereo partly specified)	-6	-20%	-14%[8.37 µM]	2%	4.7µM*	-12
COc1ccc(NC(=O)COC(=O)C2CCC2)cc1Cl	1	81%[activator]	21%	x	30%[activator]	-6
Cc1ccc(NC(=O)CC2(CC(=O)O)CCCC2)c(C)c1	-5	3%[0.00184 µM]	12%	3%	4.1µM*	7
COc1ccc(C(C(=O)Nc2ccc(C(C)C)cc2)N(Cc2ccco2)C(=O)CC2NC(=O)NC2=O)cc1 (stereo unspecified)	8	1.5µM*	u	-14%	u	-4
Cc1ccc(S(=O)(=O)N2CCN(Cc3cc(C(C)(C)C)ccc3O)CC2)cc1	1	12µM*	u	1%	u	-17
COc1cc(Nc2nc3ccc(Cl)cc3n3cnnc23)cc(OC)c1OC	-9	u	0%	5%	7%	-9
COc1ccc(OC)c(CCNC(=O)Cn2cccc2C(=O)c2ccccc2)c1	-1	5%	u	-1%	20%	-10
Cc1cccc(N2CCN(C(=O)C34CC5CC(CC(C5)C3)C4)CC2)c1C	8	u	0%	0%	10%	-18
CCOc1ccc(OCCC(=O)Nc2ccc3c(c2)OCO3)cc1	x	-15%	0%	x	-22%	x
Cc1nnc(SCC(=O)Nc2ccc(N3CCN(S(C)(=O)=O)CC3)cc2)o1	-8	30%	6%	x	19%	5
O=C(COC(=O)/C=C/c1ccc(Cl)c(Cl)c1)NC1CCS(=O)(=O)C1 (stereo unspecified)	x	1%	15%	x	4%	x
OC(CNCc1ccc(-c2ccccc2)cc1)c1ccccc1 (stereo unspecified)	-3	u	-27%	0%	0%	4
COc1ccccc1NC(=S)NCc1ccc(Cl)cc1	-2	-1%	u	4%	u	42
CC(=O)OC1(c2ccccc2)CCN(C)C2CCCCC21 (stereo unspecified)	-3	18%	u	0%	14%	-14
O=C(CSc1cn[nH]n1)Nc1ccccc1C(=O)O	-1	7%	8%	-2%	22%	-2
O=C(Nc1cc(Cl)cc(Cl)c1)C(NCC1CCCO1)c1ccccc1 (stereo unspecified)	-1	-5%	-7%	u	u	-26
COC(=O)c1ccc(OCCCCN(C)Cc2ccccc2)cc1	-3	3%	-12%	u	-10%	x

Filtered by structure, the compounds so far with a halogen.
smiles	Cycloheximide cs	Pf growth 48h	HCV inhibitor	Giardia FBPA inh	Pf growth 96h	Shiga inhibitor
FC(F)(F)c1cc(NCc2cccs2)n2ncnc2n1	3	21%	-4%	-2%	51%[activator]	-6
O=C(C1CCC(=O)N1Cc1ccccc1Cl)N1CCC2(CC1)OCCO2 (stereo unspecified)	-2	x	31%[activator]	1%	-15%	-9
COc1ccc(NC(=O)COC(=O)C2CCC2)cc1Cl	1	81%[activator]	21%	x	30%[activator]	-6
COc1cc(Nc2nc3ccc(Cl)cc3n3cnnc23)cc(OC)c1OC	-9	u	0%	5%	7%	-9
O=C(COC(=O)/C=C/c1ccc(Cl)c(Cl)c1)NC1CCS(=O)(=O)C1 (stereo unspecified)	x	1%	15%	x	4%	x
COc1ccccc1NC(=S)NCc1ccc(Cl)cc1	-2	-1%	u	4%	u	42
O=C(Nc1cc(Cl)cc(Cl)c1)C(NCC1CCCO1)c1ccccc1 (stereo unspecified)	-1	-5%	-7%	u	u	-26

Next section.
smiles	Cycloheximide cs	Pf growth 48h	HCV inhibitor	Giardia FBPA inh	Pf growth 96h	Shiga inhibitor
CCCCOc1c(Cl)cc(C(=O)N2CCN(CC(=O)N3CCCC3)CC2)cc1OCC	x	12µM*	10µM*	x	u	x
O=C(CSc1nnc(CCc2nc3ccccc3[nH]2)n1-c1ccccc1)NCc1ccco1	5	-15%	4%&7%	5%	u	-2
CC(=C/c1ccccc1)/C=N/NC(=O)c1cnccn1	30*	x	9%	1%	29%	51*
O=C1C2(Cl)C3(Cl)C4(Cl)C(Cl)(Cl)C5(Cl)C3(Cl)C1(Cl)C5(Cl)C24Cl (stereo unspecified)	x	u	u	x	u	x
Nc1ncnc(N)c1N=Nc1ccccc1	0	u	-28%	-2%	5%	-10
Cc1ccccc1NC(=O)C1CCC(C)(C(=O)O)C1(C)C (stereo unspecified)	-3	6%	u	2%	x	23
COc1ccc(NC(=O)CN(C)C(=O)c2ccc3c(c2)NC(=O)CS3)cc1	x	40%[activator]	-6%	x	29%	x
COc1cc2c(c(OC)c1OC)-c1ccc(OC)c(=O)cc1[C@@H](NC(C)=O)CC2	-1&-3	u	9%	-5%&-4%&-15%&-30%	u	-1&-8
Cc1cc(NC(=O)CSc2nnc3c(C)cc4cc(C)c(C)cc4n23)no1	-1	24%	2%	4%	u	-15
COc1ccc(CCNC(=O)c2cc(-c3ccccc3)c(N3CCOCC3)s2)c(OC)c1OC	-1	u	10µM*	0%	u	-1
O=C(COC(=O)c1ccc(-c2cnc3ccccc3n2)cc1)c1ccccc1	11	42%[activator]	-20%	5%	3%	10
Brc1ccc2[nH]ncc2c1	0	17%	9%	-3%	-36%	24
COc1cc(C(=O)Nc2nnc(Cc3ccccc3)s2)cc(OC)c1OC	-2	-11%[0.00184 µM]	-27%	10%	0%	-13
Cc1ccc(S(=O)(=O)N2CCC(C(=O)Nc3ccncc3)CC2)cc1	x	u	1%	x	u	x
CCOc1cc(CN2CCN(c3cccc(C(F)(F)F)c3)CC2)ccc1O	-5	u	-10%	u	54%[activator]	-12
Cc1ccccc1NC(=O)CCC(=O)N/N=C/c1cc([N+](=O)[O-])ccc1O	-5	u	9%	u	u	-6
CC(C)(O)C#Cc1ccc(CN2CCN(C3CCCC3)C(CCO)C2)cc1 (stereo unspecified)	6	-13%	-22%	4%	25%	-6
CCN(CC)CC(=O)Nc1ccc(-c2nc3cc(NC(=O)CN(CC)CC)ccc3o2)cc1	8	2.6µM*	-24%	-2%	-3%	81*
Cc1sc(NC(=O)c2cccc(N3C(=O)CCC3=O)c2)nc1-c1ccccc1	x	u	u	x	30%[activator]	x
NC(=O)COC(=O)c1ccccc1OCc1ccccc1Cl	-1	-12%	-3%	-1%	-1%	-4
O=C(NCC1CCCO1)c1ccc(Br)c(S(=O)(=O)N2CCOCC2)c1 (stereo unspecified)	x	u	8%	x	1.3µM*	x
O=C(CCc1nnc(CCCCc2ccccc2)o1)NCCN1CCCCC1=O	-4	28%	6%	2%	1%	66
CCc1nn2c(=O)cc(CSc3nc(C)cc(=O)[nH]3)nc2s1	-6	x	8%	-25%	u	-13
CSc1ncc(-c2ccc(Cl)cc2)[nH]1	45*	255%[activator]	-3%	-1%	193%[activator]	76*
CC1CCN(C(=S)NC(=O)c2ccccc2Br)CC1	4	u	18%	x	-27%	14

2 compounds drawn at random from the list so far, as already listed:
smiles	Cycloheximide cs	Pf growth 48h	HCV inhibitor	Giardia FBPA inh	Pf growth 96h	Shiga inhibitor
Nc1ncnc(N)c1N=Nc1ccccc1	0	u	-28%	-2%	5%	-10
COc1cc(C(=O)Nc2nnc(Cc3ccccc3)s2)cc(OC)c1OC	-2	-11%[0.00184 µM]	-27%	10%	0%	-13

Next section.
smiles	Cycloheximide cs	Pf growth 48h	HCV inhibitor	Giardia FBPA inh	Pf growth 96h	Shiga inhibitor
O=C(CSc1nncn1-c1ccccn1)Nc1ccccc1Cl	-6	6%	-3%	-3%	35%[activator]	-2
COc1ccccc1C(=O)Nc1ccnn1C1CCN(C/C=C/c2ccc(F)cc2)CC1	-4	12µM*	u	6%	-13%	-6
CCCN(CCC)CC(O)CN(c1ccccc1)S(=O)(=O)c1ccc(C)cc1 (stereo unspecified)	-2	x	-6%	0%	u	-15
CN1CCCc2cc(C#N)c(=O)[nH]c21	-1	-2%	8%	10µM*	4%	23
COc1ccc(C(=O)C(=O)c2ccc(OCCO)cc2)cc1	x	-8%	u	x	56%[activator]	x
CO/N=C\CC(=O)Nc1ccc(Oc2ccccc2)cc1	16	14%	4%	1%	-3%	-1
O=C(Cn1cnc2ccccc21)c1ccc(Br)cc1	22*	u	3%	-2%	18%	24
COc1ccc(NC(=O)CSc2nnc3n2CCCCC3)cc1S(=O)(=O)N1CCOCC1	x	-15%	-8%	x	-15%	x
O=C(CSc1cn(Cc2ccccc2)c2ccccc12)NCc1ccc(F)cc1	-5	u	2%[8.37 µM]	0%	9.3µM*	-13
Cc1nn(-c2ccccc2)c(N2CCCC2)c1/C=N/NC(=O)c1cc(-c2ccccn2)nc2ccccc12	-5	u	4µM*	-1%	u	-11
Cc1ccc(-c2nc(CN(C)C3CCOCC3)c(C)o2)s1	9	38%[activator]	-16%	2%	u	-3
O=C(Nc1cccn(Cc2c(Cl)cccc2Cl)c1=O)c1ccc(Cl)cc1Cl	8	u	11µM*	-11%	7%	21
OC(CN1CCOCC1)c1ccc(F)cc1 (stereo unspecified)	-8	6%	19%	u	0%	-14
O=C(NCc1ccco1)c1cc(-c2cccnc2)nc2ccc(Cl)cc12	2	10µM*	u	8%	18%	-10
COC(=O)CCS(=O)(=O)c1cc(Cl)ccc1Cl	8	-17%	8%	7%	x	26
COc1ccc(C2/C(=C(\O)c3ccc4c(c3)OCCO4)C(=O)C(=O)N2c2nc(C)c(C(C)=O)s2)cc1 (stereo unspecified)	10	-5%	-2%	-2%	u	1
COc1ccc(NC(=O)CN2C(=O)c3cccc4cccc2c34)cc1OC	11	x	u	-6%	13%	16
O=C(N/N=C/c1cc(Br)c(O)c(Br)c1O)c1cccnc1	1	10µM*	u	u	-14%	2
O=C(CCC(=O)N1C[C@H]2C[C@@H](C1)c1cccc(=O)n1C2)NCc1ccccc1C(F)(F)F	x	4%	3%	x	23%	x
CSc1ccc(S(=O)(=O)NCCSC(C)(C)C)cc1	-1	x	-23%	-1%	12%	-11
COc1ccc(C(C(=O)NC2CCCC2)N(C(=O)c2ccoc2C)c2cc(C)cc(C)c2)cc1 (stereo unspecified)	1	-5%	-29%	7%	u	-14
CC1=C(C#N)C(c2cccnc2)C2=C(CCCC2=O)N1 (stereo unspecified)	-4	10%	6%	-4%	-18%	-3

Source: PubChem BioAssay (National Center for Advancing Translational Sciences (NCATS))
